USP2a inh = inhibitors of human ubiquitin-specific protease USP2a; O75604; USP2 core, Ub-CHOP2 coupled fluorogenic reporter, 485/531; Potency, µM (highest dose often 38.3 µM), for the others: top-dose activity change, negative = inhibition, most hits filed as inhibitors; hit rate 0.01% among 330,000;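 further: potency means the concentration at half of the fitted maximal effect; plate controls were DMSO wells for no effect and full inhibition by NEM control for full effect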
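Cell-free coupled assay: 10nM USP2 core preincubated 30min RT with compound in Tris-HCl pH 8.0/CaCl2/CHAPS buffer, then 25nM Ub-CHOP2 and 25nM reporter substrate; fluorescence (Ex 485/Em 531) read after 60min RT, normalized to NEM inhibition, concentration-response curves fitted.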
Eya2 phos inh = Eya2 (human) phosphatase inhibition | O00167 | recombinant Eya2, OMFP fluorescence dephosphorylation (OMFP is methylfluorescein phosphate) | Potency, µM (top dose mostly 76.9 µM), for inactives: at the highest dose activity, negative = inhibition, usual class: inhibitors | hit rate 0.006% among 330,000; further: potency means the concentration at half of the fitted maximal effect; on the % scale 0 is the no-effect control and ±100 the full control effect
Target sequence (O00167 whole entry, looked up): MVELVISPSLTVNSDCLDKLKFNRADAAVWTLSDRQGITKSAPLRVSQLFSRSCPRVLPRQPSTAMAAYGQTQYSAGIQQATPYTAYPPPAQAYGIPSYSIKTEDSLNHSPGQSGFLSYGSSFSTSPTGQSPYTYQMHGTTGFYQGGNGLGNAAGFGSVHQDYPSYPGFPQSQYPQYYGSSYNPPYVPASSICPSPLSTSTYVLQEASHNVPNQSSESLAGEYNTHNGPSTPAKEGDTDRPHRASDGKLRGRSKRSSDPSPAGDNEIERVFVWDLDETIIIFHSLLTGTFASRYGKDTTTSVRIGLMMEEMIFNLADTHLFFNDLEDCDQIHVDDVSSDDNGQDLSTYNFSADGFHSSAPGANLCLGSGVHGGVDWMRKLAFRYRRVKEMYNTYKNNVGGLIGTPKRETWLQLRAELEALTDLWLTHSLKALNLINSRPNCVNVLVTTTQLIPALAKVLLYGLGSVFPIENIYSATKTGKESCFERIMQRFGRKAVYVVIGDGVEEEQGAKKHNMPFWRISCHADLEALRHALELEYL
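Eya2 (0.2 uM) preincubated 10 min at ambient with compound, then OMFP substrate added at 50 uM; 10 min reaction in 50 mM HEPES pH 7.5, 50 mM NaCl, 5 uM MgCl2, 0.05% BSA, 1 mM DTT. Fluorescence read at Ex 485/Em 525 nm.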
ELG1 repair inh = ELG1-dependent DNA repair inhibition; HEK293T ELG1-luciferase reporter, luminescence, 16 h; DNA damage induced by 5-fluorouridine; hit rate 2.3% among 330,000; Potency, µM (highest dose often 46.1 µM), for the others: at the highest dose activity change, negative = inhibition, usual class: inhibitors; AID 504467; further: potency means the concentration at half of the fitted maximal effect; on the % scale 0 is the no-effect control and ±100 the full control effect; nearly all actives have a fitted effect of over 55% in size
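Step one: seed 2,000 cells per well. Step two: pin-transfer compound or DMSO alongside 5-fluorouridine. Step three: incubate 16 hr, 37 °C, 5% CO2. Step four: add ONE-Glo, wait 30 min, read luminescence.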
Tb PFK block = blocks T. brucei phosphofructokinase; O15648; T. brucei PFK, ADP-Glo luminescence; Potency, µM (top dose mostly 57.5 µM), without a hit: at the highest dose activity, negative = inhibition, usual class: inhibitors; hit rate 0.17% among 330,000;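 further: potency means the concentration at half of the fitted maximal effect; 0% = uninhibited 1x PFK enzyme wells and -100% = no-enzyme wells; nearly all actives have a fitted effect of over 60% in size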
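PFK 1.25 nM, F6P 0.5 mM, ATP 0.1 mM, 0.1 M TEA pH 8.0, 5 mM MgCl2, 0.01% Tween20, 0.1% BSA; 45 min RT. ADP-Glo readout. qHTS titration up to 57 uM; curves fitted, compounds curve-classed.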
uPA surface inh = blocks generation of uPA at the cell surface | AID 540303 | Potency, µM (top dose mostly 38.3 µM), inactives show at the top dose activity change, negative = inhibition, actives largely listed as inhibitors | hit rate 0.31% among 330,000 | cell surface uPA generation assay, qHTS; active means well fitted inhibition curve with a large enough effect; inconclusive means small, poorly fitted or top-dose-only effect; inactive means no such curve, though single readings can be large or run the other way; tested in mouse RAW 264.7 cells; further: potency means the concentration at half of the fitted maximal effect; on the % scale 0 is the no-effect control and ±100 the full control effect; nearly all actives have a fitted effect of over 55% in size
BCR signal inh = chronic active BCR signaling inhibition; ABC-DLBCL IkBa-CBG/CBR reporter, luminescence ratio, 4 h; Potency, µM (highest dose often 46.1 µM), for inactives: top-dose ratio change, negative = lower green/red ratio, usual class: inhibitors; hit rate 0.05% among 340,000; AID 493014; active means well fitted inhibition curve with a large enough effect in the signal ratio, with a control signal flat, not every such curve was filed as active; inconclusive means small, poorly fitted or top-dose-only effect, or effect the other way, or a change in a side signal; the % refers to the signal ratio;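 further: potency means the concentration at half of the fitted maximal effect; plate controls were basal doxycycline-induced cells for no effect and cells given 10 µM MG132 for full effect; MG132 reads +100%, hits lower the ratio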
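Concentration-response series (up to 46 uM) were applied to TMD8 dual-reporter cells for 4 h at 37C with doxycycline. Green/red ratio, after filter-overlap correction, defined %Activity; red signal alone was normalised to basal cells and zero luminescence.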
TCR activator = T cell receptor activation | Potency, µM (titrated, usually from 9.22 µM), inactives show at the highest dose activation of IL-2 secretion, most hits filed as activators | primary human leukocytes, anti-CD3, IL-2 HTRF, 48 h | 330,000 tested, under 10 active; further: % of control where 0% means no effect
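IL-2 produced over 48 hr by a-CD3 bead-stimulated primary human leukocytes exposed to compounds was detected with a homogeneous time-resolved FRET immunoassay, 665nm acceptor signal after 320nm excitation.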
Mito fusion yeast = mitochondrial division inhibition or fusion activation | S. cerevisiae fusion-defective mutant growth rescue, CellTiterGlo 48 h | Potency, µM (top dose mostly 46.1 µM), for the others: top-dose growth rescue (activation), most hits filed as activators | hit rate 0.23% among 320,000;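 further: potency means the concentration at half of the fitted maximal effect; % of control where 0% means no effect; nearly all actives have a fitted effect of over 45% in size; temperature-sensitive fusion mutants such as fzo1-1 at 37 °C on non-fermentable ethanol glycerol medium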
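Luminescent cell viability in 1536-well qHTS format served as the measure of rescued growth in ts fusion-mutant S. cerevisiae cultured on non-fermentable YPEG for 48 hours at 37C.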
PTAP TSG101 blk = blocks PTAP/TSG101 interaction to inhibit HIV-1 budding; Q99816; Fluorescence polarization, FITC-PTAP peptide / Tsg101 binding; Potency, µM (top dose mostly 115 µM), inactives show at the highest dose activity change, negative = inhibition, actives largely listed as inhibitors; 340,000 tested, under 10 active; active means well fitted inhibition curve with a large enough effect in the main read-out, with a control signal flat, not every such curve was filed as active; inconclusive means small, poorly fitted or top-dose-only effect, or effect the other way, or a change in a side signal; inactive means no such curve, though single readings can be large or run the other way; further: potency means the concentration at half of the fitted maximal effect; % of control where 0% means no effect
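Compounds were pin-transferred onto Tsg101 binding domain (10 uM final) in HEPES pH 7.5 buffer, then FITC-PTAP peptide was added at 50 nM final. After 20 min at RT, polarization reported peptide displacement across a qHTS concentration series.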
B2AR arrestin = recruits beta-arrestin to the human beta2-adrenergic receptor | Potency, µM (top dose mostly 46.1 µM), without a hit: at the highest dose activation, usual class: activators | hit rate 0.02% among 330,000 | beta-arrestin recruitment to beta2AR, cell-based reporter;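 further: potency means the concentration at half of the fitted maximal effect; 0% = DMSO controls and full agonism = EC100 isoproterenol or metaproterenol; nearly all actives have a fitted effect of over 65% in size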
Target sequence (P07550 whole entry, looked up): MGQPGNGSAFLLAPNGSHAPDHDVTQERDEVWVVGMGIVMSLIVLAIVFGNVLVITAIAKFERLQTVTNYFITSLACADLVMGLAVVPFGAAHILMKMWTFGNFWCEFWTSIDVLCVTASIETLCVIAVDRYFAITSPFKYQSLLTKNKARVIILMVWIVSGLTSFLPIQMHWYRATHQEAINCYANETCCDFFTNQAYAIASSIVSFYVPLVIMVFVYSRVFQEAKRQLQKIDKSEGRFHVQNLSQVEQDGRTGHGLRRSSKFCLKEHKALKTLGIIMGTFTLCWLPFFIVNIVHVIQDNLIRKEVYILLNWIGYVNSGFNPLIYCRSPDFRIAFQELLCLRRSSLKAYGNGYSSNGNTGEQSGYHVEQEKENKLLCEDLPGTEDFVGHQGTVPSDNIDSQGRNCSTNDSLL
TSHR antagonist = human thyrotropin receptor antagonism. TSHR-expressing cells, TSH-stimulated cAMP HTRF, 2 h; active compounds read low. activity change, negative = inhibition, % at 11.5 µM. hit rate 0.2% among 330,000. AID 504810;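 active means activity change below a set negative limit, meaning inhibition stronger than a set level, cut at about -70% in these data; inconclusive means activity change between two set negative limits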; further: on the % scale 0 is the no-effect control and ±100 the full control effect
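TSHR-expressing cells were treated with compounds, then stimulated with TSH at EC80 (4nM final) for 2 hours at 37 deg C. Cellular cAMP was measured by HTRF competition between lysate cAMP and cAMP-d2 for a cryptate-labelled anti-cAMP antibody.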
The depositor's hits bear a star; ? = inconclusive; · = not tested or not shown; [ ] = another dose, or the depositor's remark. Unless noted, the call rests on the fitted dose curve; in most records, active means well fitted curve in the direction sought with a large enough effect; inconclusive means small, poorly fitted or top-dose-only effect, or another doubt; inactive means no such curve, though single readings can be large; an effect the other way counts as inactive or inconclusive.

SMILES	USP2a inh	Eya2 phos inh	ELG1 repair inh	Tb PFK block	uPA surface inh	BCR signal inh	TCR activator	Mito fusion yeast	PTAP TSG101 blk	B2AR arrestin	TSHR antagonist
COc1ccc(NC(=O)c2oc3ccccc3c2NC(=O)c2ccco2)c(OC)c1	-3%	-4%	?	1%	·	0%	-2%	3%	-2%	0.0%	-45
Cc1ccc(C(=O)NNC(=O)CCC(=O)Nc2cccc(Cl)c2C)cc1	-3%	-3%	26%	-8%	-1%	-3%	9%[46.1 µM]	-7%	0%	0.9%	-8
CC(=O)NC(C)(C)C1CC=C(C)/C(=N\O)C1 (configuration not stated)	3%	-11%	-3%	27%	·	1%	-1%	-1%	0%	-0.1%	0
COc1ccc(C(C(=O)NC2CCCC2)N(C(=O)c2ccco2)c2cc3c(cc2C(C)=O)OCO3)cc1 (configuration not stated)	0%	1%	5%	-4%	3%	0%	4%	3%	-1%	0.5%	-5
COc1ccc(CNc2oc(-c3ccccc3)nc2C#N)cc1	3%	-2%	?	-5%	-5%	-12%	6%	?	-1%	0.3%	-5
Cc1cnc(C(=O)N2CCCC(N3CCN(c4cccc(C(F)(F)F)c4)CC3)C2)cn1 (configuration not stated)	-1%	1%	-8%	-24%	-5%	-5%	0%	2%	-7%	-1.2%	-2
CCc1ccccc1S(=O)(=O)Cc1ccc(C(=O)NCc2cccs2)o1	0%	9%	?	-9%	1%	0%	2%	2%	-1%	0.2%	-19
COc1ccc(S(=O)(=O)N2CCC(C(=O)Nc3cccc(Cl)c3)CC2)cc1OC	5%	-15%	-17%	5%	0%	2%	1%	0%	-5%	0.2%	-3
COc1cccc(CN2C(=O)N(C(C)C)C(N(O)C(=O)NC(C)C)C2(C)C)c1OC (configuration not stated)	3%	-3%	-3%	1%	-1%	?	1%	0%	-5%	-0.7%	5
CCn1cc(C(=O)O)c(=O)c2cc(F)c(N3CCN(C(=S)NC(=O)c4cccc(F)c4)CC3)cc21	0%	-6%	-6%	-3%	1%	8%	-5%	-2%	-2%	-1.0%	1
COc1ccc(S(=O)(=O)N2CCN(C(=O)c3cccs3)CC2)cc1OC	0%	7%	-22%	1%	·	-3%	4%	-2%	-8%	-0.1%	-7
Cc1cc(C(=O)N2CCC(C(N)=O)CC2)c(C)o1	0%	3%	12%	-7%	-10%	0%	-4%	-6%	-3%	0.3%	12
Cc1ccccc1S(=O)(=O)NC1OC(=O)C(Cl)=C1Cl (configuration not stated)	2%	19%	5%	-2%	-3%	4%	-1%	-2%	-5%	-0.2%	4
CCN(c1ccccc1)S(=O)(=O)c1cccc(C(=O)Nc2ccc(C)cn2)c1	-2%	-6%	?	1%	-1%	?	6%	1%	-6%	-0.5%	-11
CC(C)CC(=O)NC(=S)Nc1ccc(N2CCN(C(=O)c3cccs3)CC2)cc1	-3%	-13%	?	2%	-7%	?	5%	2%	-1%	0.4%	6
CSc1ccccc1C(=O)Nc1cccc(C)c1	4%	16%	?	3%	-4%	-20%	2%	3%	0%	-1.1%	-11
Cc1nnc2c(N3CCN(C(=O)c4ccco4)CC3)nc3ccccc3n12	-1%	-9%	7%	1%	4%	0%	3%	7%	0%	0.0%	1
CN(C(=O)CN1C(=O)c2ccccc2S1(=O)=O)c1ccccc1C(=O)O	-4%	3%	-9%	-5%	·	-7%	4%	-2%	-4%	0.0%	-1
CCN(c1ccccc1)S(=O)(=O)c1ccc2c(c1)OCCO2	6%	-18%	-1%	9%	10%	0%	4%	·	-1%	-0.1%	1
CC1CCCC(C)N1C(=O)CSc1nnc(-c2c[nH]c3ccccc23)o1 (configuration not stated)	0%	-5%	?	-6%	8%	-1%	7%	4%	-1%	-0.1%	-17
COc1cccc(CN2CCN(C(=O)CC(C)C)CC2)c1	1%	-4%	0%	2%	9%	-1%	-3%	0%	-2%	-0.1%	1
Cc1nc2nc(COc3ccccc3)[nH]n2c(=O)c1C	2%	23%	18%	4%	4%	?	-2%	-2%	-1%	-0.6%	20
O=C(Cc1ccc([N+](=O)[O-])cc1)N1N=C2CCCCC2C1(O)C(F)(F)F (configuration not stated)	2%	?	-50%	0%	7%	7%	9%	-2%	-3%	-0.6%	-11
CC(C)(C)C(=O)NC(=S)NCc1ccccc1	0%	-2%	1%	-1%	4%	1%	0%[46.1 µM]	0%	-3%	0.1%	0
COc1cccc(-c2cc3onc(-c4ccccc4)c3c(=O)n2C)c1	-2%	3%	?	0%	11%	?	-1%	3%	·	-0.7%	-30
CCN(CC)C(=S)Nc1ccc([N+](=O)[O-])cc1	2%	-16%	-1%	-13%	-1%	0%	-10%[46.1 µM]	-2%	0%	-0.8%	-6
Cc1cc(=O)c(C(=O)O)nn1-c1ccccc1[N+](=O)[O-]	-1%	15%	5%	1%	1%	4%	-1%	3%	0%	0.1%	-8
Cc1oc(-c2cccs2)nc1CS(=O)CC(=O)NCc1ccc2c(c1)OCO2 (configuration not stated)	1%	-5%	-2%	-3%	-4%	?	4%	-1%	-6%	-1.0%	3
Cn1nc2c(c1C(=O)N1CCCC(C(=O)c3cc(F)ccc3F)C1)CCCC2 (configuration not stated)	1%	0%	-14%	0%	-3%	9%	-2%	4%	-1%	-1.5%	-4
CCn1cc(C(=O)N(C)c2cc(C)ccc2OC)c2cc(OC)c(OC)cc2c1=O	-9%	0%	?	-5%	0%	0%	-5%	3%	-8%	0.3%	1
O=C(CN1C(=O)NC2(CCCCC2)C1=O)N1CCN(S(=O)(=O)c2ccccc2)CC1	8%	5%	-15%	1%	0%	0%	6%	3%	-10%	-0.1%	-2
CS(=O)(=O)c1ccc(-c2sc3ccccc3c2C(=O)NCCCN2CCOCC2)cc1	0%	5%	?	2%	1%	-3%	8%	·	0%	-0.7%	-5
O=C(OCCN=C1NS(=O)(=O)c2ccccc21)c1cccnc1	-1%	9%	-6%	2%	-4%	-6%	-1%	-2%	-1%	-1.6%	44
Cc1ccc(S(=O)(=O)N2CCC(=O)N(CCO)CC2)cc1	0%	0%	9%	7%	-7%	0%	-9%	-2%	-3%	-0.6%	5
O=C(CCNc1ccccc1)c1cccc([N+](=O)[O-])c1	1%	6%	?	-1%	·	?	-1%	-1%	-4%	0.4%	10
Cc1ccc(Cn2ncc3c(NN)ncnc32)cc1	-1%	10%	?	-10%	7%	?	-5%	-9%	1%	0.5%	3
O=C(NCc1ccccn1)c1cccc(S(=O)(=O)Nc2ccccc2Cl)c1	2%	25%	-8%	-9%	-9%	-3%	0%	-1%	-1%	7.0%	2
CC1CCCCN1S(=O)(=O)c1ccc(C(=O)N(CCCN(C)C)c2nc3ccc(Br)cc3s2)cc1 (configuration not stated)	2%	-1%	0%	3%	-12%	-14%	4%	-13%	-6%	-0.2%	-4
COc1ccc(NC(=O)CN2CCC3(O)CCCCC3C2c2cc(OC)ccc2OC)cc1 (configuration not stated)	1%	0%	-11%	1%	2%	?	-2%	-5%	0%	-0.1%	0
CN(C(=O)CN1C(=O)CCSc2ccc(S(=O)(=O)N3CCCC3)cc21)c1ccccc1	-1%	9%	4%	3%	-1%	-4%	-4%	0%	-5%	0.1%	0
COc1ccccc1N1C(=O)c2cccnc2C1=O	1%	-3%	-10%	-2%	1%	3%	0%	-2%	-4%	-0.2%	4
CCCOc1ccc(-c2nnn(CC(=O)N3CCCCC3)n2)cc1	-8%	2%	0%	4%	-17%	1%	1%	-2%	-3%	-0.5%	3
O=C(NC1c2ccccc2-c2ccccc21)N1CCOCC1	3%	-27%	?	0%	2%	3%	-3%	6%	-4%	-0.1%	-7
CC(=O)NC1C(=O)N=C(SCC(=O)NC2CCCCC2)NC1=O (configuration not stated)	2%	9%	0%	1%	-7%	-2%	·	-2%	1%	-0.4%	-6
O=C(CSCc1ccc(F)cc1)N1CCOCC1	5%	20%	10%	4%	·	-19%	1%	10%	-6%	0.5%	4
O=C(Nc1ccccc1Cl)c1ccc(S(=O)(=O)NCC2CCCO2)cc1 (configuration not stated)	1%	7%	-8%	2%	5%	5%	9%	-9%	-4%	0.6%	5

High-throughput results from PubChem.

An unsorted share of the library; any-hit rate near 3%.
